Screening results: PubChem, School of Medicine, Boston University
PL synth Enamine = blocks phospholipid synthesis in CHO cells, Enamine compounds. ZR-82 CHO cells, pyrene fatty acid UV survival, CellTiter Blue; peroxisome-deficient CHO-K1 mutant line; plus DGAT-1, DGAT-2 and ACAT inhibitors. calls only at 10 µM. actives 0.4% (n = 20,000). AID 1347385;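 active = cell survival signal 2 SD away from solvent-only control wells, confirmed on one or two retests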;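 note: 3 h compound exposure then viability read about one day after UV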
Calls only; i = inactive. These rows are one share of the data. The share of hits here may be higher or lower than overall.

molecule | PL synth Enamine
O=c1cc(CNCc2ccc3c(c2)OCO3)nc2ccc(Br)cn12 | i
O=S(=O)(NCc1nnc2ccccn12)c1ccc(Cl)cc1 | i
Fc1ccc(Oc2ncnc3sc4c(c23)CCCC4)cc1Cl | i
O=C(N=C1N=C2C=CC(I)=CN2Cc2ccccc21)C12CCC(CC1)C2 | i
O=C(O)C12CC3CC(CC(O)(C3)C1)C2 | i
O=C1N=c2ccccc2=C1c1sc(N2CCCCC2)nc1O | i
O=S(=O)(NC1=NCCC1)c1ccc(F)cc1 | i
Clc1ccccc1CSc1nnc(-c2ccc3c(c2)OCO3)o1 | i
Nc1cc(N)nc(SCC(=O)NC(=O)NC2CCCC2)n1 | i
O=C(/C=C/c1ccc2ccccc2n1)OCn1nnc2ccccc2c1=O | i
Fc1ccc(NC(=S)Nc2ccc(OC(F)F)c(Cl)c2)cc1F | i
CCOC(=O)C1=C(CSCC(=O)O)NC(=O)NC1 | i
O=[N+]([O-])c1ccc(OCCOC2OCCOC2OCCOc2ccc([N+](=O)[O-])cc2)cc1 (stereo not given) | i
Cc1ncsc1CCOC(=O)CC1C2CC3CC(C2)CC1C3 (stereo not given) | i
O=C(CC12CC3CC(CC(C3)C1)C2)N=C1N=C2C=CC(I)=CN2Cc2ccccc21 | i
CCOC(=O)c1[nH]c(C)c(C(=O)OCC(=O)OC(C)(C)C)c1C | i
O=[N+]([O-])c1ccc(S(=O)(=O)NP(=O)(Oc2ccc(Cl)cc2)Oc2ccc(Cl)cc2)cc1 | i
c1ccc(-c2nc(SCC3CCOCO3)oc2-c2ccccc2)cc1 (stereo not given) | i
OCCn1c(CSc2nnc(C3CC3)n2C2CC2)nc2ccc(Cl)cc21 | i
O=C(Cc1csc2nc3sc4c(c3c(=O)n12)CCC4)N(CCO)CCO | i
CC1CCc2c(sc3ncnc(NC4CC4)c23)C1 (stereo not given) | i
O=c1[nH]c2ccc(N=Cc3cc(Br)ccc3O)cc2[nH]1 | i
CN(C)S(=O)(=O)c1ccc(Cl)c(S(=O)(=O)N(C)C)c1 | i
NS(=O)(=O)c1cccc(Nc2nc3ccccc3nc2NS(=O)(=O)c2ccc(Br)cc2)c1 | i
CCCCn1c(N)c(N(CCC(C)C)C(=O)CSc2nnc(C)s2)c(=O)[nH]c1=O | i
C=CCN=c1scc(-c2ccc(F)cc2)n1/N=C/c1ccc(SC)cc1 | i
Cc1sc2c(c1C)CN(C1CCC(C)CC1)CN2C(=O)c1ccco1 (stereo not given) | i
CN=c1scc(-c2ccco2)n1/N=C/c1sccc1C | i
Cc1sc2ncnc(N/N=C3/CCSc4ccc(F)cc43)c2c1C | i
Cc1cc2ncn(-c3ccc([N+](=O)[O-])cc3[N+](=O)[O-])c2cc1C | i
O=[N+]([O-])c1ccccc1NCCNc1cccc2ccccc12 | i
CCc1ccc(C2C3=C(COC3=O)Nc3c2c(=O)n(C)c(=O)n3C)cc1 (stereo not given) | i
Fc1cccc(Cl)c1CSC1=Nc2ccccc2CS1 | i
N=c1c2ccccc2ncn1NC(=O)c1ccncc1 | i
O=C1/C(=C/c2ccco2)SC(=S)N1c1cccnc1 | i
O=c1[nH]nc(N/N=C/c2ccccn2)c(=O)[nH]1 | i

Eight consecutive entries already listed:
molecule | PL synth Enamine
C=CCN=c1scc(-c2ccc(F)cc2)n1/N=C/c1ccc(SC)cc1 | i
Cc1sc2c(c1C)CN(C1CCC(C)CC1)CN2C(=O)c1ccco1 (stereo not given) | i
CN=c1scc(-c2ccco2)n1/N=C/c1sccc1C | i
Cc1sc2ncnc(N/N=C3/CCSc4ccc(F)cc43)c2c1C | i
Cc1cc2ncn(-c3ccc([N+](=O)[O-])cc3[N+](=O)[O-])c2cc1C | i
O=[N+]([O-])c1ccccc1NCCNc1cccc2ccccc12 | i
CCc1ccc(C2C3=C(COC3=O)Nc3c2c(=O)n(C)c(=O)n3C)cc1 (stereo not given) | i
Fc1cccc(Cl)c1CSC1=Nc2ccccc2CS1 | i

(next part)
molecule | PL synth Enamine
O=C(Cn1nnc(-c2ccsc2)n1)N1N=C2/C(=C/c3ccco3)CCCC2C1c1ccco1 (stereo not given) | i
C/C(=N\Nc1ccnc2cc(Cl)ccc12)c1ccc(C)o1 | i
CS(=O)(=O)Nc1ccc(C(F)(F)F)cc1[N+](=O)[O-] | i
FC(F)Oc1ccc(-c2c[n+]3c(n2-c2ccc(Br)cc2)CCCCC3)cc1 | i
c1coc(-c2nc3ccccc3nc2-c2ccco2)c1 | i
OC(CN1CCc2ccccc2C1)Cn1c2c(c3ccccc31)CCCC2 (stereo not given) | i
c1ccc2c(c1)oc1c(N3CCN(C4CCCC4)CC3)ncnc12 | i
CC1CCC2(CC1)NC(=O)N(CC(=O)NC(=O)NC1CCCC1)C2=O (stereo not given) | i
C=CCNc1nc(C(=O)OCC(=O)C23CC4CC(CC(C4)C2)C3)cs1 | i
NS(=O)(=O)c1ccc(NSc2ccccc2[N+](=O)[O-])cc1 | i
Cc1csc(SCC(=O)c2c(N)n(CC(C)C)c(=O)n(C)c2=O)n1 | i
Brc1cc2c(cc1CSc1nnnn1C1CC1)OCO2 | i
O=C(OCC(=O)N1CCCC1)c1ccc(Br)o1 | i
CS(=O)(=O)c1nc(-c2ccccc2)[nH]c1S(=O)(=O)c1ccccc1 | i
CC(O)=c1c(=O)nc2cccc3c2=c1c1ccccc1c3=O | i
c1ccc(CC23OC4C5C6CC(C7C6C4C72)C53)cc1 (stereo not given) | i
C=CCNC(=S)N/N=C1\CCCCc2ccccc21 | i
Cc1cc(C(=O)CSc2nnc(C3CC3)n2C)c(C)n1CC(F)(F)F | i
O=C(N=C1N=C2N=CC=CN2Cc2ccccc21)C(F)(F)F | i
c1csc(-c2csc(N3CCCC3)n2)c1 | i
COc1ccc(OCc2n[nH]c(=S)n2C)cc1 | i
Cc1nn(-c2ccccc2)c2c1P(=S)(Nc1ccccc1Br)/C(=C1/N(C)c3ccccc3C1(C)C)C=N2 (stereo not given) | i
C/C(=N\OCc1cccc(CO/N=C(\C)c2ccccc2)c1)c1ccccc1 | i
O=[N+]([O-])c1cc(C(F)(F)F)cc([N+](=O)[O-])c1NN=C1CCCCC1 | i
O=C(COC(=O)/C=C/c1ccc(I)o1)NC1CC1 | i
Cc1cccn2c(=O)c3cc(C(=O)N4CCN(C(=O)c5ccco5)CC4)n(C)c3nc12 | i
O=S(=O)(c1cccs1)N1CCN(c2nc(CN3CCOCC3)nc3sc4c(c23)CCC4)CC1 | i
CC(C)NC(=S)NN=C1C2CC3CC(C2)CC1C3 | i
CCC/C=C(\CC)C[N+]1(C)CCCCC1 | i
CNC(=S)N1CCN(S(=O)(=O)c2ccc3ccccc3c2)CC1 | i
c1ccc(-c2cn3nc(-c4ccccc4)n4c3c2CCCC4)cc1 | i
O=P(O)(OC(c1ccc(F)cc1)C(F)(F)F)c1ccccc1 (stereo not given) | i
O=C(N=C1N=C2C=CC(I)=CN2Cc2ccccc21)C1CCCCC1 | i
C#CCn1c(CCCO)nc2ccccc21 | i
CCN1CCCC1CNCc1cc(=O)n2ccc(C)cc2n1 (stereo not given) | i
Nc1cc(S(=O)(=O)Nc2ccc(Br)cc2)ccc1Cl | i
OC1(c2ccc(OC(F)F)cc2)C[N+]2=C(SCCC2)N1c1ccccc1 (stereo not given) | i
O=C(CN1CCN(C(=O)C2CCCO2)CC1)NC(=O)NC1CCCCC1 (stereo not given) | i
CN1CCC(N(C)C(=S)Nc2ccc(SC(F)F)cc2)CC1 | i
S=C(N=P(c1ccccc1)(N1CCOCC1)N1CCOCC1)N1CCCC1 | i
Fc1ccccc1-n1cnnc1SCc1nc2ccccc2o1 | i
CCCn1c(O)c(C=NNC(=O)C2CCCCC2)c(=O)[nH]c1=S | i
Fc1ccc(NC(=S)NC2CCCC2)cc1Cl | i
COCC(C)Nc1nc(-c2ccc(Br)s2)cs1 (stereo not given) | i
O=C1OC(c2ccc(-c3ccccc3)cc2)=N/C1=C\c1ccc(C(=O)O)cc1 | i
C=CCN=c1scc(-c2ccc(OC(F)F)cc2)n1/N=C/C1CCCCC1 | i
O=C(O)c1c(NC(=O)C2CCCC2)sc2c1CCC2 | i
OCc1nc2ccccc2n1CN1CCOCC1 | i
Cn1ccnc1C(O)(CC(=O)O)C(F)(F)F (stereo not given) | i
Cc1ccc(-c2csc3nc[nH]c(=O)c23)s1 | i
COC(=O)C(=O)CC(C)=O | i
COc1ccc(C2CC(c3cc(Cl)cc(Cl)c3O)=NN2)c(OC)c1 (stereo not given) | i
FC(F)Sc1ncnc2sc3c(c12)CCCC3 | i
Cc1ccc(N[P+](c2ccncc2)(N2CCCC2)C(C)(C)C)cc1C (stereo not given) | i
CCOc1cc(-c2nn(CN3CCOCC3)c(=S)o2)cc(OCC)c1OCC | i
C/C(=N\N=c1/sc2ccccc2n1C)c1ccc(Cl)s1 | i
c1ccc(-c2cc(Sc3nc4ccccc4s3)nc3ccccc23)cc1 | i
Cc1cc(N2CC(C)OC(C)C2)nc2ccccc12 (stereo not given) | i
Cc1cc(-c2csc(-c3cccs3)n2)c(C)n1C | i
CC(C)C(NC1CCCCC1C)C(=O)NC(N)=O (stereo not given) | i

(continued)
SMILES	PL synth Enamine
Brc1cc2c(c(CSc3nncs3)c1)OC(c1ccccc1)OC2 (stereo not given)	i
C=CCN=c1scc(-c2ccc(OC(F)F)cc2)n1/N=C/c1cc(OC)c(OC)cc1OC	i
Fc1ccccc1Nc1nn(CN2CCN(c3cccc(C(F)(F)F)c3)CC2)c(=S)s1	i
Brc1ccc(OCCOc2ccc(Nc3nnns3)cc2)cc1	i
FC(F)C(F)(F)Oc1ccc(N=Cc2ccc3c(c2)OCO3)cc1N=Cc1ccc2c(c1)OCO2	i
NC(=O)COC(=O)C12CC3CC(CC(O)(C3)C1)C2	i
C=CCN1C(=O)CSC1=NS(=O)(=O)c1ccc(Cl)s1	i
O=C(CSCCSCC(=O)c1ccco1)c1ccco1	i
c1cc(-c2nnco2)ccn1	i
Cc1cc(C(=O)CSc2nc(C(C)(C)C)nc3c2c(=O)n(C)c(=O)n3C)c(C)n1CC(F)(F)F	i
CC1CCC(C(C)C)C(OP(=O)(c2ccccc2)C(O)c2cccnc2)C1 (stereo not given)	i
O=S(=O)(c1ccc(Cl)c(N=C2SCCN2C2CCCCC2)c1)N1CCOCC1	i
NC(=O)CC1(C(F)(F)F)OCCO1	i
COC(=O)CCN1CCNC(=O)C1	i
O=C1C(=O)N(C2CCCC2)C(=O)N1CN1CCN(Cc2cccs2)CC1	i
CC1CCC(C(C)C)C(OC(=O)COC(=O)C23CC4CC(CC(Br)(C4)C2)C3)C1 (stereo not given)	i
CN=C(Nc1ccc(Cl)c(Cl)c1)c1ccco1	i
c1ccc(COc2ccc(Oc3nc(-c4cccnc4)nc4ccccc34)cc2)cc1	i
CC12CCC(=O)N1C(C(=O)NCC13CC4CC(CC(C4)C1)C3)CS2 (stereo not given)	i
C=CCN=c1scc(-c2ccc(Br)cc2)n1/N=C/c1cccnc1	i
CCSc1nnc(SCC(=O)NC(=O)NC2CCCCC2C)s1 (stereo not given)	i
Cc1ccc(-c2nnc3n2N=C(C24CC5CC(CC(C5)C2)C4)CS3)cc1	i
O=S(=O)(c1ccc(Cl)c(Cl)c1)N1CCc2ccccc21	i
COC(=O)c1cnn(-c2ncnc3sc4c(c23)CCCC4)c1N	i
O=C(CSc1nnc(C2CC2)n1C1CC1)c1ccc(CC(=O)N2CCOCC2)s1	i
CC12CCC(=O)N1C(C(=O)OCC(=O)C13CC4CC(CC(C4)C1)C3)CS2 (stereo not given)	i
O=C(O)CCc1n[nH]c(=S)[nH]c1=O	i
Brc1ccc(C2C=C(c3cccs3)Nc3nnnn32)cc1 (stereo not given)	i
c1ccc(-c2nn3cnnc3c3ccccc23)cc1	i
CN1/C(=C\C=N\n2cnnc2)C(C)(C)c2ccccc21	i
CCN1CCCC1CNc1ccc(S(C)(=O)=O)cc1[N+](=O)[O-] (stereo not given)	i
OCCN1CCN(CC(O)COCc2ccc3c(c2)OCO3)CC1 (stereo not given)	i
CC1=NN(C(=O)CCCCC(=O)N2N=C(C)CC2(O)C(F)(F)F)C(O)(C(F)(F)F)C1 (stereo not given)	i
COc1cc(-c2nn(CN3CC(C)OC(C)C3)c(=S)o2)cc(OC)c1OC (stereo not given)	i
CCCCCCCCn1ccc(=O)n(C(C)(C)C)c1=O	i
O=S(=O)(N=C(Nc1ccc(Br)cc1)C(F)(F)F)c1ccccc1	i

Grouped by structure: those above with a COOH group (six)
SMILES	PL synth Enamine
O=C(O)C12CC3CC(CC(O)(C3)C1)C2	i
CCOC(=O)C1=C(CSCC(=O)O)NC(=O)NC1	i
O=C1OC(c2ccc(-c3ccccc3)cc2)=N/C1=C\c1ccc(C(=O)O)cc1	i
O=C(O)c1c(NC(=O)C2CCCC2)sc2c1CCC2	i
Cn1ccnc1C(O)(CC(=O)O)C(F)(F)F (stereo not given)	i
O=C(O)CCc1n[nH]c(=S)[nH]c1=O	i

(cont.)
SMILES	PL synth Enamine
FC(F)(F)C(=NC1(C(Cl)(Cl)Cl)Oc2ccccc2O1)N1CCN(c2ccccc2)CC1	i
Clc1ccc(Cl)c(OCc2nnc(-c3ccco3)o2)c1	i
CCOC(=O)c1c(N)sc2c1CCCS2	i
O=C1C=C(Nc2ccc3c(c2)OCO3)CC2(CCCCC2)C1	i
Oc1c(I)cc(I)cc1/C=N/n1c(-c2ccc(Cl)cc2Cl)n[nH]c1=S	i
CN(Cc1ccco1)c1nc(CN2CCOCC2)nc2scc(-c3cccs3)c12	i
C=CCN(Cc1ccc(Br)s1)c1ncnc2sc3c(c12)CCC3	i
Cc1cc(C)nc(SCc2cn3cccnc3n2)n1	i
CC12CCC(C/C1=N/NC(=O)Cn1cc(C(F)(F)F)ccc1=O)C2(C)C (stereo not given)	i
COC(=O)C(C)N (stereo not given)	i
Cc1nn(CC(=O)O)c(=N)s1	i
